# TNF death inh = blocks TNF-alpha induced death of Jurkat FADD-/- cells. activation (protection from cell death), % at 10 µM. actives 0.068% (n = 220,000). Jurkat FADD-/- TNF necroptosis rescue, ATP luminescence, 24 h; 0 = TNF only, 100 = no-TNF cells. AID 463075;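 active = activation, meaning protection from cell death, of at least 50% relative to plate controls; inactive = activation below 50%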;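 note: necroptosis triggered by 40 ng/mL TNF-alpha added together with compound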
# Tb hexokinase = T. brucei hexokinase 1 inhibition; actives 0.11% (n = 220,000); inhibition, % at 10 µM; recombinant TbHK1, G6PDH-coupled NADH A340; AID 1430;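 active = inhibition of 50% or more in the single-dose primary screen; inactive = inhibition below 50%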
# Wee1 stabilizer = human Wee1 degradation inhibition, primary screen; actives 1.2% (n = 220,000); HeLa Luc-Wee1K328M stability, luciferase luminescence; 100% = proteasome inhibitor MG132 effect; reporter increase, % at 5 µM; P30291; AID 1321;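 active = activation above the mean of all tested compounds plus 3 SD, set per screening run, cut at about 8.8% in these data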;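 note: cells exposed to compound for 20 h before luminescence read; 0% = DMSO alone and 100% = MG132 at 30 µM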
# PPC-1+TRAIL kill = compounds killing PPC-1 cancer cells with TRAIL present (potentiator screen, no TRAIL-free arm); PPC-1 cells + TRAIL, ATPLite viability luminescence; cell killing (% activity), % at 4 µM; actives 0.41% (n = 220,000);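 active = cell killing above 50% in the first pass at 4 µM, then a duplicate retest at 5 µM averaging 50% or more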;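 note: plate controls were cells with TRAIL plus DMSO for no effect and medium-only wells lacking cells for full effect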
# FXIIa inh 1536 = inhibitors of human coagulation factor XIIa | P00748 | purified FXIIa, Boc-QGR-AMC fluorogenic substrate, 2 h | inhibition, % at 5 µM | actives 0.3% (n = 220,000) | AID 800; in the data active = inhibition above about 40%;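 note: 0% = enzyme with no compound and 100% = blank without enzyme; many of its hits are not listed in these tables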
# EP2 antag = blocks the human prostaglandin E2 receptor EP2; P43116; C6 glioma cells expressing human EP2, cAMP TR-FRET; cells stimulated with saturating PGE2; inhibition, % at 25 µM; actives 0.52% (n = 260,000); AID 1422;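 active = percent inhibition above 40 after rounding to a whole number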;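 note: rat C6 glioma host cells with rolipram phosphodiesterase inhibitor present; the protocol text gives 20 µM as final concentration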
# Target sequence (P43116 whole entry, looked up): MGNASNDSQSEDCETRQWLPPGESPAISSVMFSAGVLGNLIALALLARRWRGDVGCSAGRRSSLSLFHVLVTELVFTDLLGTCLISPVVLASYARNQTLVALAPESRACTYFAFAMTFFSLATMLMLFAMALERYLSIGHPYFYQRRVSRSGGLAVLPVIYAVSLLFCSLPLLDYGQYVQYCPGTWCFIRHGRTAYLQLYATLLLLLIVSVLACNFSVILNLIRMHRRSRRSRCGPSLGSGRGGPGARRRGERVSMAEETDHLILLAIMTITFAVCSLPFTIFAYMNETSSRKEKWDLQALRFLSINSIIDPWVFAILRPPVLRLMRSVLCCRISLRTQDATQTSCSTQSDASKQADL
# FXIa inh = factor XIa (human) inhibition; AID 798; purified FXIa, Boc-Glu-Ala-Arg-AMC fluorogenic substrate; inhibition, % at 5 µM; P03951; actives 0.14% (n = 220,000);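 active = inhibition of at least 40%; inactive = inhibition below 40%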;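 note: fluorescence of freed AMC excited at 355 nm; 0% = enzyme without compound and 100% = no enzyme blank; many of its hits are not listed in these tables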
# Target sequence (P03951 19-387 limits assumed): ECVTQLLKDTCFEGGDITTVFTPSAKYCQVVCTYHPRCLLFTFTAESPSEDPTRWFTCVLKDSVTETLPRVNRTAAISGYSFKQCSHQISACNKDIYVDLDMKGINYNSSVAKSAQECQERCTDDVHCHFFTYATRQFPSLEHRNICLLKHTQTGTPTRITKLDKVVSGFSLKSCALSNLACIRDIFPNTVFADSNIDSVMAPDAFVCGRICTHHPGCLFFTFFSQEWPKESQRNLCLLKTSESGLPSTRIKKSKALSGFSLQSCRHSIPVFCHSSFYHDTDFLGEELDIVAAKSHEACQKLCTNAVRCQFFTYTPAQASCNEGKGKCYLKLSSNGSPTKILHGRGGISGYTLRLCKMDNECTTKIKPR
# Target sequence (P03951 388-625 limits assumed): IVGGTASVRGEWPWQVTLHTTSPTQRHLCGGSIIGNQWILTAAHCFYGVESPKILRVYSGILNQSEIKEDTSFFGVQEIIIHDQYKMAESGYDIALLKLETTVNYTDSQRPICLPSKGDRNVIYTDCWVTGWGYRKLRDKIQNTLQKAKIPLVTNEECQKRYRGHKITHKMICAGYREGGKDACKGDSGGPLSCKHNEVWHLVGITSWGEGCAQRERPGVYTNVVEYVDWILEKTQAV
# CHOP inh = CHOP inhibition in unfolded protein response. CHO-K1 CHOP-promoter luciferase, tunicamycin-induced, 15-18 h. inhibition, % at 10 µM. actives 3.8% (n = 220,000). AID 2732;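 active = compounds that reduced the stress-induced luciferase reporter signal by more than about 70% of percent inhibition, limit read from the data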;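 note: 0% = tunicamycin plus vehicle and 100% = wells without tunicamycin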
# L929 necroptosis = L929 zVAD cell death inhibition; L929 zVAD necroptosis rescue, ATP luminescence, 24 h; with zVAD 60 µM; viability rescue, % at 10 µM; actives 0.38% (n = 220,000); AID 1377;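 active = activation, scaled between plate controls, above about 75%, limit read from the data; inactive = activation under that limit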;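 note: 0% = zVAD with DMSO and 100% = DMSO alone without zVAD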
# Active calls of the source: *; . = no result given; & = joins results of further samples.
# The line under a structure holds: TNF death inh	Tb hexokinase	Wee1 stabilizer	PPC-1+TRAIL kill	FXIIa inh 1536	EP2 antag	FXIa inh	CHOP inh	L929 necroptosis
> Cc1csc(NC(=O)CNS(=O)(=O)c2cccs2)n1
 : 0.0	-1.9	-1.2	0.1	17.2	3.8	2.1	15.3	-0.6
> CCCN(CCC)C(=O)Cc1coc2ccc3ccccc3c12
 : -0.8	-3.0	-0.2	-5.0	6.5	6.0	-0.4	25.7	-1.0
> Cc1ccc2c(=O)cc(C(F)F)oc2c1
 : -0.3	-3.6	0.6	13.0	7.7	8.2	-0.5	12.5	0.4
> O=C(NCCNC(=O)c1cc(OCC(F)(F)F)ccc1OCC(F)(F)F)Nc1ccccc1
 : -0.5	0.8	-1.2	10.8	7.4	2.8	2.1	53.5	0.7
> COc1cccc(C=Nc2ccc3c(c2)OCCO3)c1O
 : -0.4	-3.7	2.3	16.7	-7.7	.	-8.9	12.4	1.1
> O=c1[nH]n2c(=O)c3c([nH]c2c1N=Nc1cccc(C(F)(F)F)c1)CCCC3
 : -1.5	-2.2	3.0	22.7	9.5	9.3	1.1	28.6	0.3
> Cc1ccc(-c2nc(C)c(C(=O)O)s2)cc1
 : -0.7	-15.4	0.7	11.1	10.3	6.3	-2.7	2.3	-1.1
> O=C(Cn1nnc2c(cnn2-c2ccc(F)cc2)c1=O)Nc1ccccc1C(F)(F)F
 : -0.3	-0.9	4.0	8.3	8.1	15.3	0.1	53.7	9.7
> N#Cc1c(-c2ccccc2)nc(-c2ccncc2)[nH]c1=O
 : 0.6	-11.5	0.7	-8.4	6.7	4.7	-0.9	5.2	2.2
> Cc1ccc(C(=O)Nc2nnc(C3CCCCC3)s2)o1
 : 1.1	-18.6	2.0	29.7	21.1	9.3	3.7	-16.3	0.4
> COc1cccc2cc(C(=O)N3CCN(C(=O)c4ccco4)CC3)c(=O)oc12
 : -0.7	-5.5	-1.5	-0.5	1.0	1.6	-0.7	0.8	-0.1
> CCC(C)(C)NC(=O)c1ccc2c(c1)N(CC(=O)OC)C(=O)C(C)(C)O2
 : -1.1	-2.8	-0.7	20.8	7.2	5.5&14.7	4.6	-12.9	0.4
> CCCC(=O)N(c1ccc(F)cc1)C1C=CS(=O)(=O)C1 (stereo not given)
 : 0.1	4.1	-1.2	21.6	11.8	10.3	1.0	24.9	-0.3
> O=C(Nc1cccc(Cl)c1)OC1CCCCc2cccnc21 (stereo not given)
 : 0.6	-1.5	-1.4	9.6	11.1	8.0	3.0	36.9	0.2
> O=C(COC(=O)c1ccc(NS(=O)(=O)c2cccs2)cc1)NCC1CCCO1 (stereo not given)
 : 1.0	-4.4	3.2	-10.8	2.9	1.7	-3.8	44.3	3.0
> Cc1ccc(S(=O)(=O)N2CCC(NC(=O)OC(C)C)CC2)cc1
 : 0.2	-2.1	2.5	2.3	0.3	1.9	-3.9	20.6	2.8
> O=C(NCc1cccnc1)c1cc(Sc2ccc(F)cc2F)nc2ccccc12
 : 0.6	-13.0	-1.5	28.5	7.5	4.0	-1.4	39.3	0.9
> C/C=C/c1ccc(OCCCCN2CCN(CC)CC2)c(OC)c1
 : 4.4	3.4	-2.1	15.8	6.4	2.9	-7.5	45.3	0.5
> COc1ccc(NS(=O)(=O)c2ccc(Oc3c(C#N)cccc3C#N)cc2)cc1
 : -15.5	35.1	-2.7	7.9	5.8	4.6	11.3	54.8	-1.0
> CC(C)(C)C(=O)NCCn1ccc2ccccc21
 : -0.2	-3.2	2.4	2.8	9.5	7.9	-0.8	35.5	2.2
> Cc1c(NC(=O)Cn2nc(C(=O)O)c3ccccc3c2=O)c(=O)n(-c2ccccc2)n1C
 : -0.9	-7.0	1.8	6.9	4.5	14.2	-16.5	11.3	0.6
> CCN(C(=O)CN1C=NS(=O)(=O)c2ccccc21)c1ccccc1
 : 1.3	0.5	-0.5	33.2	3.3	4.7	-1.9	9.7	-0.2
> O=c1c2ccc(-c3nnc4n3-c3ccccc3SC4)cc2nc2n1CCCCC2
 : -0.8	-2.7	-0.9	.	.	.	.	.	0.5
> CC1(C)C(=O)OC(c2ccccc2)C2(CCCC2)C1=O (stereo not given)
 : 9.4	0.7	-1.2	1.7	16.0	13.9	2.6	20.4	0.3
> CCCCOc1ccc(-c2nc(/C=N/c3nccs3)c(O)o2)cc1
 : 2.6	-10.8	1.2	1.8	27.0	8.3	24.7	-2.4	1.5
> C/C(N)=C(/C#N)C(=O)CSc1nncn1-c1ccccc1
 : -0.6	-5.0	2.3	-3.0	9.8	5.4	-0.1	-22.3	2.5
> Brc1ccccc1-c1csnn1
 : 0.7	6.3	6.6	13.5	7.6	7.6	9.1	-6.8	-0.2
> CCC(C)C(=O)Nc1nc(C)c(-c2csc(Nc3cc(OC)ccc3OC)n2)s1 (stereo not given)
 : -7.6	-10.6	2.0	-16.3	-8.0	2.9	-7.1	51.3	31.4
> COc1ccc(/C=C2/N=C3CCCCCN3C2=O)cc1
 : 0.6	-18.0	2.5	1.4	5.0	6.9	-3.3	-3.5	3.1
> COc1ccccc1C1C(C(=O)NCc2ccccc2)=C(C)Nc2ncnn21 (stereo not given)
 : 2.7	-0.3	3.8	-1.2	6.0	8.6	-3.1	5.6	1.9
> CCN(C(=O)c1cnc(NC(C)C)cc1C(F)(F)F)c1ccc(Cl)cc1
 : -0.2	-36.1	2.2	17.4	6.8	1.0	4.5	8.8	0.4
> O=C1NCCCCC1NS(=O)(=O)c1ccc(F)c(F)c1 (stereo not given)
 : 19.2	-3.5	-1.6	14.8	3.2	11.8	0.5	-7.0	-0.2
> O=C(NNC1CC(c2ccccc2)=NN1C(=O)c1ccccc1)c1ccccc1 (stereo not given)
 : 0.0	-1.3	-1.0	17.0	0.8	3.5	-6.6	2.4	4.4
> S=c1nc[nH]c2c1[nH]c1ccccc12
 : -2.0	-28.6	0.4	25.8	11.8	13.9	2.4	7.5	-0.3
> O=C(Nc1ccccn1)c1ccc(Cl)c([N+](=O)[O-])c1
 : -1.5	-7.0	-5.6	7.6	4.6	9.3	-4.7	-36.2	9.8
> Cc1ccc(Cl)cc1N1CCN(S(=O)(=O)c2cccc(S(=O)(=O)N3CCCC3)c2)CC1
 : 1.7	-3.0	0.0	32.1	9.8	11.2&2.6	-1.8	24.2	-0.9
> COC(=O)c1ccc(NC(=S)NC(=O)c2c(-c3ccccc3)noc2C)cc1
 : -3.8	-8.5	0.9	7.3	3.6	19.1	-3.0	13.0	-0.2
> COc1ccc(C(C#N)N2N=C(c3ccccc3)CC2c2ccccc2)cc1OC (stereo not given)
 : 2.8	-14.9	-2.2	-3.5	11.9	5.5	6.1	15.5	1.8
> Cc1ccc2[nH]cc(C(=O)CN3CCN(C)CC3)c2c1
 : 0.8	3.2	0.3	-12.9	6.4	8.4	-2.6	1.7	0.3
> CCn1ccnc1CN1CCc2c([nH]c3ccccc23)C1C(C)(C)C (stereo not given)
 : -0.4	16.6	-2.8	4.4	4.9	2.3	-1.6	4.9	-0.9
> COc1cc(NC(=O)c2ccc(CNc3c(N4CCCC4)c(=O)c3=O)cc2)cc(OC)c1OC
 : -2.1	-9.8	3.5	-3.8	16.9	6.5	20.1	-0.9	0.3
> Cc1cc(NCc2ccc3c(c2)OCO3)n2nc(C)nc2n1
 : -0.3	0.1	1.7	-7.5	-2.0	5.2	-8.7	7.9	3.1
> COc1ccc(CCN2CC(C(=O)NC3CCCCC3)CC2=O)cc1OC (stereo not given)
 : 1.0	5.7	0.8	-7.6	5.7	6.3	-2.2	16.4	1.7
> CCc1sc2nc(SCC(=O)Nc3cc(C)on3)n(-c3cccc(OC)c3)c(=O)c2c1C
 : -3.8	-5.9	-1.6	9.8	18.6	20.5	3.9	88.7*	0.1
> CCOC(=O)c1c(C)[nH]c(C)c1C(=O)CSc1nc2ccccc2c(=O)n1-c1ccc(CC)cc1
 : 1.2	-0.3	1.0	17.5	8.1	3.2	1.5	16.6	4.5
> O=[N+]([O-])c1c(NCCCO)cc(N2CCN(Cc3ccc4c(c3)OCO4)CC2)c2nonc12
 : -0.1	-19.3	-2.7	15.2	10.4	9.1	2.9	27.9	0.5
> COc1ccccc1CNS(=O)(=O)c1ccc(C)cc1
 : 0.1	4.1	-1.1	-11.0	9.7	6.9	0.1	2.9	-0.8
> CC(C)CNc1oc(-c2ccccc2Cl)nc1C#N
 : -0.4	-9.0	2.6	2.5	4.8	6.9	-0.8	13.7	0.9
> CCn1nc(C)c(/C=N/NC(=O)c2ccc3c(c2)c(C)c(C)n3Cc2ccccc2)c1C
 : 0.0	-33.4	3.4	1.6	13.6	.	0.1	-4.6	1.4
> OC1(C#CCN2CCCC2)c2ccccc2-c2ccccc21
 : 7.0	0.4	3.7	-0.1	2.7	4.6	4.5	4.8	0.6
> COC(=O)c1sccc1NC(=O)CN1CCN(c2ccc(F)cc2)CC1
 : 2.8	1.3	-0.9	-23.7	-3.7	2.5	-0.5	50.7	2.1
> Cc1ccc2cc(C(c3nnnn3C(C)(C)C)N3CCCCCC3)c(=O)[nH]c2c1 (stereo not given)
 : 1.3	-11.7	0.6	4.5	17.9	13.7	1.3	8.2	5.1
> O=C(CCc1nnc(CCCCc2ccccc2)o1)N(CCO)Cc1ccccc1
 : 1.3	-9.0	0.4	-8.2	2.0	3.1	-3.0	9.3	0.8
> CCn1c(=O)[nH]c2cc(C(=O)N3CCN(c4ccccc4)CC3)ccc2c1=O
 : -2.2	0.3	-0.1	7.4	0.4	1.3	9.2	-13.6	1.2
> CCCOc1ccc(N2CC(C(=O)Nc3ccccc3OC)CC2=O)cc1 (stereo not given)
 : -0.1	-1.1	-0.2	24.4	12.4	4.8	0.2	13.2	0.8
> Cc1cc(N2CCCCC2)nc(SCC(=O)c2ccccc2)n1
 : 0.1	36.4	-1.2	12.7	-3.9	5.3&9.4	-9.4	27.3	-0.1
> Cc1ccc(-n2nnnc2SCC(=O)N2CCc3ccccc3C2)cc1
 : -0.7	5.8	-1.1	8.2	4.7	3.1	7.5	14.7	0.1
> Cc1ccc(NC(=O)COc2cccc3ccc(C)nc23)c(Br)c1
 : 2.4	-1.0	-0.1	14.1	11.8	10.2	6.5	19.3	-0.3
> Cc1ccc(-n2c(-c3ccc(Cl)cc3)c[n+]3c2CCC3)cc1
 : -4.7	2.9	-0.5	-0.6	8.7	4.0	-5.0	12.2	-0.8
> CC(C)n1c(N2CCN(C(=O)Nc3ccc(F)cc3F)CC2)nc2ccccc21
 : -0.9	2.1	5.1	5.6	15.2	4.6&8.7	0.7	26.2	0.4

# The results go on:
# The line under a structure holds: TNF death inh	Tb hexokinase	Wee1 stabilizer	PPC-1+TRAIL kill	FXIIa inh 1536	EP2 antag	FXIa inh	CHOP inh	L929 necroptosis
> CCCS(=O)(=O)N1CCCC(C(=O)NCCCOC(C)C)C1 (stereo not given)
 : -2.2	-2.2	2.7	-10.7	-0.8	-3.9	-0.2	-0.5	-0.3
> Cc1cc([N+](=O)[O-])nn1Cc1ccccc1F
 : 94.6*	-1.7	-0.5	14.5	15.6	7.8	1.2	6.3	90.6*
> CC(C)(C)NC(=O)C1N(c2cccnc2)C(=O)C2C(C(=O)Nc3ccccc3F)C3(C)C=CC21O3 (stereo not given)
 : 1.0	3.4	3.1	12.1	19.9	4.3	1.3	-4.5	0.1
> COc1ccccc1NC(=O)CSc1nnc(CCC(=O)Nc2ccccc2F)n1C
 : -0.2	-15.1	-2.3	4.7	11.6	10.6	6.2	4.1	-0.2

# Limited to FXIa inh, for 2 of the compounds above:
Structure | FXIa inh
Cc1cc([N+](=O)[O-])nn1Cc1ccccc1F | 1.2
CC(C)(C)NC(=O)C1N(c2cccnc2)C(=O)C2C(C(=O)Nc3ccccc3F)C3(C)C=CC21O3 (stereo not given) | 1.3

# Bioassay records from PubChem BioAssay.

# An excerpt; count on the stated rates, not on these rows.
